Screening results: PubChem, several laboratories
DAX1 inh-1 – inhibitors of DAX1 repression of SF-1 activated StAR promoter. AID 652010. hit rate 1.1% among 370,000. HEK293T StAR-luciferase reporter, SF-1/DAX-1 repression relief. inhibition, % at 6.8 µM;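 active = inhibition above the mean over all tested compounds plus 3 SD, cut at about 3.6% in these data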;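 also: 0% = DAX-1 cells with DMSO and 100% = cells lacking DAX-1 with DMSO; higher inhibition means more luminescence from relief of DAX-1 repression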
DAX1 inh-2 – NR0B1 (DAX1) inhibition | HEK293 Gal4-DAX1 luciferase reporter, luminescence | inhibition, % at 6.75 µM | hit rate 0.99% among 340,000 | AID 504766;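 active = inhibition above the mean over all tested compounds plus 3 SD, cut at about 4.2% in these data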;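 also: 0% = DAX1-transfected cells with DMSO and 100% = empty-vector control cells with DMSO; inhibition shows as a rise in luminescence from relieved DAX1 repression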
Target sequence (P51843 207-470 limits assumed): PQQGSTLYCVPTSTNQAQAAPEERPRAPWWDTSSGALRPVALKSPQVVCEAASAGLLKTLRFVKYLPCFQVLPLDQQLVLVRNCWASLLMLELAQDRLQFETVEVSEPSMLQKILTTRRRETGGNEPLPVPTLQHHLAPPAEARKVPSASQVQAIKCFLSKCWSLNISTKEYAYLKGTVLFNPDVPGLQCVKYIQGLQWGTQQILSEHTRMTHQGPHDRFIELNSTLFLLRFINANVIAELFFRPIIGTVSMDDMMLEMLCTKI
KLK7 zymogen act – activates the human kallikrein-7 zymogen. P49862. purified proKLK7, EDANS-DABCYL substrate fluorescence; 100% is mature enzyme control, 0% vehicle. activation, % at 7 µM. hit rate 0.9% among 370,000;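 active = activation above the mean of all tested compounds plus 3 SD, computed per campaign excluding outliers beyond control limits, cut at about 13% in these data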
Target sequence (P49862 whole entry, looked up): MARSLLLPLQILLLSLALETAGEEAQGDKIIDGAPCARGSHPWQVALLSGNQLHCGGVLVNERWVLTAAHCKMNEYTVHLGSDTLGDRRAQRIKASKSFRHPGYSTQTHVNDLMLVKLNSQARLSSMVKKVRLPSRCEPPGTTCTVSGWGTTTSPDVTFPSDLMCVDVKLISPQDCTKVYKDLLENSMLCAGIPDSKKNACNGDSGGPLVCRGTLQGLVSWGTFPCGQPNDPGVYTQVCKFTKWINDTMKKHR
NPR2 activator – GC-B (human) receptor activation; P20594; HEK293-GC-B cells, CNP EC30, cGMP TR-FRET; 0% at EC30 CNP, 100% saturating CNP; activation, % at 10 µM; hit rate 0.11% among 370,000;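 active = activation at 10 µM reaching about 35% in either raw or pattern-adjusted values, limit read from the data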
hcDAF-12 act – activates DAF-12 receptor from parasite H. contortus. HEK293 hcDAF-12 lit1-tk-luc reporter, luminescence; 0% DMSO, 100% Δ7-dafachronic acid. activation, % at 6.8 µM. hit rate 1.4% among 370,000. AID 652067;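 active = activation above the mean of all tested compounds plus 3 SD, cut at about 5.5% in these data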;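 also: 100% = response to 3 µM Δ7-dafachronic acid high control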
hgDAF12 agonist – agonists of H. glycines DAF-12 nuclear receptor | HEK293 GAL4-hgDAF12 UAS-luciferase reporter, agonist luminescence; normalized to butyrate control | activation, % at 6.8 µM | hit rate 1.8% among 370,000;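 active = activation above a cutoff set at the mean of all screened compounds plus 3 SD, cut at about 10% in these data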;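 also: 0% = DMSO wells and 100% = sodium butyrate wells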
ssDAF-12 act – activators of S. stercoralis DAF-12 nuclear receptor; hit rate 1% among 370,000; activation, % at 6.8 µM; AID 652126; HEK293 ssDAF-12/GRIP1 lit1-tk-luc reporter, luminescence; % of 3 µM dafachronic acid response;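 active = activation above the mean over all tested compounds plus 3 SD, cut at about 0.9% in these data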;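 also: 0% = DMSO-only wells and 100% = 3 µM delta7-dafachronic acid wells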
FXN GAA850 act – increases GAA850 frataxin promoter reporter activity | HEK293 lucGAA850 FXN promoter luciferase reporter, 24 h; percent of 10 µM SAHA response | activation, % at 6 µM | hit rate 0.56% among 360,000 | AID 540364;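 active = activation above the average of all compounds screened plus 3 SD, cutoff fixed separately per campaign, cut at about 7.5% in these data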;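 also: 0% = DMSO wells and 100% = 10 µM SAHA wells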
sPLA2-III inh – Inhibits HGIII-sPLA2 liposome hydrolysis, primary screen; QFRET BODIPY PC-A2 liposome hydrolysis, fluorescence; hit rate 0.56% among 370,000; Q9NZ20; inhibition, % at 12.2 µM;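 active = inhibition above mean plus 3 SD of compounds lying within the high and low control bounds, cut at about 19% in these data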;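 also: 0% = median of test compound wells and 100% = no enzyme DMSO wells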
SMARCA2 act – activators of SMARCA2 function | MG213 cells, MMTV-luciferase reporter, dexamethasone, overnight | activation, % at 9.1 µM | hit rate 1% among 370,000 | AID 652017; in the data active = activation above about 7.8%;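 also: 0% = vehicle wells and 100% = reference activator wells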
GC-A act – GC-A (human) enzyme activation; HEK293 GC-A cells, cGMP TR-FRET, EC30 ANP; 0% at EC30 ANP, 100% saturating ANP; activation, % at 10 µM; P16066; hit rate 0.14% among 370,000; AID 1671463; in the data active = activation above about 40%
* hit, by the source's call; · = no result given. No enrichment for hits. Share with any hit: about 6.7%.

no.	smiles	SMARCA2 act	GC-A act	ssDAF-12 act	KLK7 zymogen act	sPLA2-III inh	DAX1 inh-1	DAX1 inh-2	hgDAF12 agonist	NPR2 activator	FXN GAA850 act	hcDAF-12 act
1	COCCn1c(=O)c2c(nc3n2CCCN3CCc2ccccc2)n(C)c1=O	-2.8	15.2	-1.6	-0.5	12.8	-0.4	1.4	-0.5	2.3	0.5	0.1
2	c1ccc(-c2onc3cc4c(cc23)OCCO4)cc1	7.6	-3.7	-0.1	0.6	-3.6	0.5	2.1	10.3	3.2	4.0	1.4
3	COc1cc2c(C(=O)N(C)c3cc(Cl)ccc3OC)cn(C)c(=O)c2cc1OC	-2.5	-14.8	-0.9	-0.2	-5.0	0.9	0.3	-0.6	-2.6	-0.9	-2.3
4	COC(=O)c1cc2c(c3c4ccccc4n(S(=O)(=O)c4ccc(OC)cc4)c13)C(=O)N(Cc1ccco1)C2	1.0	-13.2	-1.2	-1.6	4.7	-2.3	·	-1.6	-23.2	·	0.4
5	COCCCNC(=O)c1ccc(CNS(=O)(=O)c2ccc(NC(C)=O)cc2)cc1	-1.9	-0.5	-1.1	0.2	4.4	-0.2	1.9	0.8	4.3	-0.6	0.0
6	Cc1ccc(C)c(NC(=S)NC(NC(=O)OCc2ccccc2)C(Cl)(Cl)Cl)c1 (stereo not given)	0.8	-0.7	-1.4	0.0	8.3	-0.2	-1.7	3.1	-1.4	2.0	-0.9
7	O=C(Nc1ccccc1)c1cn2ccccc2n1	0.0	5.2	-0.4	0.0	4.3	3.3	-3.7	9.8	-1.2	-1.3	7.0*
8	O=C(NCCN1CCOCC1)c1ccc2c(c1)N(Cc1ccc(Cl)cc1)C(=O)CS2	-2.0	-11.4	-1.4	-0.3	-7.0	-0.4	0.8	-0.6	-8.2	-0.8	-1.5
9	O=C(COC(=O)c1ccc(O)cc1O)NC(=O)NCc1ccccc1	5.6	-2.1	-1.2	-0.3	-22.4	0.3	0.3	0.8	-4.3	0.0	-3.1
10	CCOC(=O)COc1c(OC)cc(Cl)cc1C1Nc2ccccc2C(=O)N1c1ccccc1 (stereo not given)	3.6	·	-1.1	-17.1	-6.8	-0.4	-1.1	-0.2	·	-4.3	1.2
11	O=C(CCCN1C(=O)/C(=C\c2cccs2)SC1=S)Nc1ccccn1	-1.2	-4.3	-1.4	-0.5	-1.6	0.1	-1.6	3.2	0.0	0.4	0.1
12	COC(=O)c1ccccc1N(Cc1ccccc1)S(C)(=O)=O	-1.7	-9.6	-1.2	-0.6	3.7	-0.1	-1.0	1.1	-16.9	-0.1	0.0
13	CCCC1=C(C(=O)OCC)C(c2cccnc2)n2nc(C)nc2N1 (stereo not given)	-2.8	-1.3	-1.3	0.2	-6.4	-0.5	-1.5	-0.7	1.6	2.3	-0.1
14	Cc1c(C(=O)N2CCCCCC2)c(S(=O)(=O)Nc2cccc(F)c2)c(C)n1C	-1.5	1.8	-1.4	-0.5	1.7	-1.6	0.3	2.6	0.4	0.2	-1.1
15	CCOc1c(Br)cc(/C=C(\C#N)C(=O)NC2CC2)cc1OC	0.8	21.2	-0.4	0.1	1.2	0.5	1.2	0.5	5.8	0.5	-2.1
16	C/C(=N\NC(N)=S)c1ccc2c(c1)OCCO2	-2.3	-4.8	-1.1	-0.3	16.1	-1.0	0.4	5.3	0.0	-0.9	0.6
17	CC(=O)Oc1ccc(C(=O)Nc2cccc3c2CCCC3)cc1	-1.1	1.5	-0.9	0.1	3.4	-0.3	-0.5	-1.2	0.9	0.4	-0.4
18	Nc1c(S(=O)(=O)c2cccs2)c2nc3ccccc3nc2n1Cc1ccc2c(c1)OCO2	-3.1	8.9	-2.0	-10.5	-25.6	-1.5	-0.8	-2.1	3.0	-1.0	-0.7
19	O=C(CSc1nc(=O)n(CCN2CCOCC2)c2c1CCCC2)Nc1ccc([N+](=O)[O-])cc1	-1.5	-2.3	-0.4	0.6	-1.8	-4.5	-1.2	-0.9	-3.9	-2.1	0.3
20	Cc1ccc(S(=O)(=O)N2CCCNCC2)cc1	-2.2	0.6	-0.9	0.2	0.2	-0.4	1.1	-1.1	2.5	-1.8	-1.0
21	CNc1nc(Nc2ccc(C)c(Cl)c2)c2cnn(C)c2n1	1.4	-23.4	-1.9	-0.7	-13.0	-0.9	-1.4	-1.8	-9.6	3.6	-3.1
22	NS(=O)(=O)c1ccc(CNC(=O)C2CCCCC2)cc1	-2.1	3.5	-1.6	0.9	5.0	0.2	0.0	-0.5	7.0	-1.8	-1.0
23	COc1cccc(/C=N/Nc2nc(N3CCCC3)nc(N3CCCC3)n2)c1O	0.4	·	-1.6	-5.0	-0.6	-0.5	-2.2	-1.5	·	-2.4	-0.6
24	COc1cc2c(cc1OC)[N+]([O-])=C(c1ccccc1)C2=O	-3.1	-2.7	-0.1	0.8	1.7	-2.7	·	1.7	-14.4	·	0.8
25	COc1ccc(C2/C(=C(/O)c3ccccc3)C(=O)C(=O)N2c2ncccn2)cc1OC (stereo not given)	2.1	-0.2	-1.6	0.0	-5.8	0.7	0.3	1.7	5.4	0.1	-1.2
26	CCOC(=O)COc1cccc(C2NC(=O)c3ccccc3O2)c1 (stereo not given)	-0.6	1.1	-0.7	-3.6	-0.6	1.0	1.1	0.4	2.8	-2.7	-1.3
27	Cc1cc(C)cc(C(=O)N(CCc2ccccc2)C2CC3CCC(C2)N3C)c1 (stereo not given)	1.6	-41.2	-1.4	0.5	-17.3	0.1	1.2	1.0	-18.8	-1.1	-0.5
28	O=c1cc[nH]c2cc(Cl)ccc12	0.5	1.2	-1.1	0.8	2.5	0.5	0.8	0.5	-0.2	-1.1	-1.3
29	COc1cc(C(=O)N(Cc2cc3ccccc3[nH]c2=O)CC2CCCO2)cc(OC)c1OC (stereo not given)	2.6	1.8	-1.6	0.4	5.2	0.3	0.1	2.3	4.8	1.1	-0.6
30	O=C(CN(C(=O)c1ccc(Cl)cc1)C1CCCCC1)Nc1ccc(Cl)c([N+](=O)[O-])c1	-2.3	-6.0	-1.2	0.0	19.6*	0.2	0.1	0.3	-12.3	-1.1	0.3
31	CC1CCCCC1NC(=O)CCS(=O)(=O)c1ccc2c(c1)NC(=O)CO2 (stereo not given)	-2.8	4.7	-1.0	0.6	6.6	-0.4	0.1	-0.5	2.8	0.7	0.8
32	Cc1cccc(OCCSc2nc3ccccc3n2CCC(=O)O)c1	-0.7	-2.5	-0.4	0.2	0.2	0.1	-0.4	-0.1	-0.8	1.9	1.6
33	Cc1cccc(C)c1NC(=O)C(c1ccc(C(F)(F)F)cc1)n1c(=O)c(-c2ccccc2)nc2ccccc21 (stereo not given)	-0.4	0.0	-0.6	1.0	5.2	1.2	·	4.7	10.7	·	1.3
34	CCN(Cc1ccccc1)C(=O)COC(=O)CNS(=O)(=O)c1ccc(C)cc1	1.1	-4.2	-1.2	-0.2	-11.3	-0.2	0.3	3.3	3.6	0.5	-1.3
35	CCCCC(=O)Nc1cccc(-c2nn3c(C)nnc3s2)c1	-1.9	0.2	-1.9	-0.2	0.8	-0.3	0.2	0.8	3.2	-0.4	-2.9
36	COc1ccccc1CC(=O)NN1C(=O)c2ccccc2C1=O	-1.3	-0.8	-0.7	-0.6	2.4	0.1	-1.0	1.1	1.8	0.8	-2.7
37	C=CCn1c(SCCOc2ccc(OC)cc2)nnc1C(NC(=O)c1ccc(OC)cc1)C(C)C (stereo not given)	3.0	-1.0	-1.3	0.1	0.7	-0.9	0.0	-2.5	1.2	-5.0	1.3
38	COc1ccc(Cl)cc1NC(=O)C/C(C)=N/NC(=O)Cc1ccccc1	-1.2	-1.0	-0.5	0.8	-18.0	0.8	0.6	0.1	-4.2	3.0	0.1
39	CC(C)(C)c1csc(NNC(=O)c2ccc(Br)cc2)n1	-3.8	1.8	-0.7	-0.4	46.5*	0.0	-0.1	3.8	3.6	2.0	-0.5
40	CC(C)COc1nc2ccccc2nc1C(C#N)C(=O)NC1CCCCC1 (stereo not given)	3.7	-1.0	-1.0	-3.1	2.6	-0.3	0.2	1.3	2.5	0.8	-1.1
41	Cc1onc(-c2ccccc2)c1C(=O)N/N=C/c1cc(Br)c(Br)o1	-5.0	-3.7	-1.8	0.8	-6.1	-1.2	-0.2	1.4	-2.1	-0.1	-2.8
42	CCc1ccc(OCC(=O)N2CCN(c3ccccn3)CC2)c(Br)c1	1.7	-1.3	-1.1	0.4	-12.0	0.7	-0.7	-0.8	-5.4	-1.1	-0.6
43	O=C(NNC(=O)c1ccccc1-n1cccc1)c1cccc(Cl)c1	0.9	-2.7	-0.8	-0.3	2.5	-1.1	-0.3	1.1	1.5	0.2	-0.6
44	COc1cc2c(cc1OC)C(c1cccs1)NCC2 (stereo not given)	1.3	2.4	-1.4	0.3	11.3	-0.6	0.3	-1.0	0.5	0.3	-2.1
45	COc1ccc(-c2nc(-c3ccccc3)[nH]c(=O)c2C#N)cc1	-3.6	3.9	-0.5	0.6	6.0	-0.6	2.6	2.5	-1.1	1.1	0.3
46	COc1ccc(S(=O)(=O)NC(C)C(=O)Nc2cccc([N+](=O)[O-])c2)cc1 (stereo not given)	1.4	-1.4	-1.3	-0.2	1.4	0.6	-0.1	2.5	-0.5	2.6	-0.7
47	N/C(=N\c1nc2c(c(=O)[nH]1)CCCC2)Nc1ccccc1	-4.5	-4.9	-0.7	-0.7	-1.1	1.6	1.3	-0.1	-4.5	3.8	0.1
48	Cc1[nH]c2ccccc2c1C(=O)/C=C/c1ccccc1Cl	-1.4	3.5	-0.6	-0.7	-2.0	0.4	-0.4	4.9	1.2	7.7*	0.7
49	CC(C#N)(NC(=O)COC(=O)c1ccccc1NCCO)C1CC1 (stereo not given)	-4.5	4.5	-1.2	19.2*	2.7	2.5	1.2	-1.5	-0.1	0.3	-0.9
